Screens from PubChem.
NPSR antagonist: antagonists of human neuropeptide S receptor cAMP signaling; Potency, µM (doses to about 38.3 µM), for inactives: at the top dose activity change, negative = inhibition, most hits filed as inhibitors; hit rate 1% among 220,000; CHO-NPSR cells, cAMP TR-FRET, antagonist mode; Q6W5P4; further: potency means the concentration at half of the fitted maximal effect; on the % scale 0 is the no-effect control and ±100 the full control effect; nearly all actives have a fitted effect of over 50% in size; many of its hits are not listed in these tables
Tau fluor cs: counter-screen for tau fibril formation inhibitors; tau K18 P301L Alexa594 fluorescence, heparin fibrillization; Potency, µM (doses to about 57.7 µM), without a hit: top-dose activity change, negative = decrease; hit rate 0.93% among 280,000; AID 1463; further: potency means the concentration at half of the fitted maximal effect; on the % scale 0 is the no-effect control and ±100 the full control effect; nearly all actives have a fitted effect of over 55% in size
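Human tau K18 P301L (15 uM unlabeled, 0.24 uM Alexa 594-labeled) in 100 mM sodium acetate pH 7 with 20 uM heparin, 6 hr at 37 C. ThT 30 uM added, 1 hr ambient; Alexa 594 FP and total fluorescence read at 555/632 nm.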
GLA spleen mod: alpha-galactosidase A (human) modulation; P06280; human spleen homogenate, 4MU-alpha-Gal fluorescence, 40 min; Potency, µM (series often up to 80 µM), for the others: at the highest dose activity change, negative = inhibition, most hits filed as inhibitors; hit rate 0.008% among 240,000;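 further: potency means the concentration at half of the fitted maximal effect; 0% = enzyme with vehicle and -100% = no enzyme basal signal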
Target sequence (P06280 32-429 limits assumed): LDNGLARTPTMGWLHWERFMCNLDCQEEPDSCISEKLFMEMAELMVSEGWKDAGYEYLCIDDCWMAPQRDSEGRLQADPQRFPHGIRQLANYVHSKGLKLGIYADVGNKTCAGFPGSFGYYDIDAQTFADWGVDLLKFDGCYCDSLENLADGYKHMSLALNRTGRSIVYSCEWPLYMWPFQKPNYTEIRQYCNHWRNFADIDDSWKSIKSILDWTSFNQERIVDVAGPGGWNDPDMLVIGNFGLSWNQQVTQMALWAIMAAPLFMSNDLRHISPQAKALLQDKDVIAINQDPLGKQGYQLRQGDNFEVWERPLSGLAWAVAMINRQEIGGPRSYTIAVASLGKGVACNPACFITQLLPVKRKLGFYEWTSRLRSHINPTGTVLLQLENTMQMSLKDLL
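qHTS titration in buffer at pH 5.0. Alpha-galactosidase activity in spleen homogenate was measured via 4-methylumbelliferone release from 1 mM fluorogenic substrate after 40 min at 37C and a pH 10 stop. AC50 came from Hill fits of control-normalized data.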
CBFb-RUNX1 inh: blocks binding between human CBF-beta and RUNX1 | 230,000 tested, under 10 active | AID 1477 | Q01196+Q13951 | Potency, µM (titrated, usually from 59.8 µM), for the others: at the highest dose activity, negative = inhibition, most hits filed as inhibitors | AlphaScreen CBFb-His/RUNX1-biotin binding, biochemical; further: % of control where 0% means no effect
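His-tagged CBF-beta and biotinylated RUNX1 (30 nM each) were premixed 20 min at room temperature, exposed to compound for 15 min, then given nickel-chelate and streptavidin AlphaScreen beads (50 ng each). After 90 min, AlphaScreen signal was read.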
Epigenetic reg: regulators of epigenetic silencing causing reporter derepression in mouse cells; AID 1865; murine LDR cells, GFP reporter derepression, 30 h; hit rate 0.2% among 280,000; Potency, µM (highest dose often 53.9 µM), inactives show at the highest dose GFP activation, hits mostly activators; further: potency means the concentration at half of the fitted maximal effect; % of control where 0% means no effect; nearly all actives have a fitted effect of over 60% in size
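Murine LDR cells carrying a silenced, genomically integrated CMV-driven GFP reporter were exposed to compound for 30 hours at 37 C. After PBS washes, GFP-positive cells (20–120 um objects) were counted by laser-scanning microplate cytometry.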
TexasRed fluor: alters Texas Red total fluorescence, flagging assay interference. TRb/SRC2 Texas Red total fluorescence interference. Potency, µM (titrated, usually from 106 µM), for the others: at the top dose fluorescence change, negative = quenching. hit rate 0.29% among 280,000. AID 1479; active means well fitted curve in either direction with a large enough effect; inconclusive means small, poorly fitted or top-dose-only effect; further: potency means the concentration at half of the fitted maximal effect; on the % scale 0 is the no-effect control and ±100 the full control effect
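Human TRβ ligand-binding domain (0.6 uM) and Texas Red SRC2 peptide (20 nM) in Tris buffer with 1 uM T3 and 5% DMSO were incubated with pinned compound for 5 hr at ambient temperature. Total fluorescence was computed as S + 2P (555/632 nm).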
Tau FP inhib: blocks human tau fibril formation measured by polarization; K18 P301L tau heparin fibrillization, Alexa594 FP, 6 h; hit rate 0.39% among 280,000; AID 1468; P10636; Potency, µM (doses to about 57.7 µM), for the others: at the top dose activity, negative = inhibition, most hits filed as inhibitors; further: potency means the concentration at half of the fitted maximal effect; on the % scale 0 is the no-effect control and ±100 the full control effect; nearly all actives have a fitted effect of over 55% in size
Target sequence (P10636 561-689 P618L limits assumed): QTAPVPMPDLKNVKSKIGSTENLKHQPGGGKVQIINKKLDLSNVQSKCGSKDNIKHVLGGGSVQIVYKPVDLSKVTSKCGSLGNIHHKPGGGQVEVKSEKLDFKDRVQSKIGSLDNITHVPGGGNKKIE
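Heparin (20 uM) drove fibril formation of recombinant tau K18 P301L, 15 uM unlabeled with 0.24 uM Alexa 594 label, for 6 hr at 37 C in 100 mM sodium acetate pH 7. Fluorescence polarization (555/632 nm) read 1 hr after 30 uM ThT.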
TRb-SRC2 inh: TRbeta-SRC2 interaction inhibition. hit rate 0.065% among 280,000. P10828. TRbeta-SRC2 peptide binding, fluorescence polarization; receptor liganded with 1 µM T3. AID 1469. Potency, µM (titrated, usually from 106 µM), for the others: at the top dose activity change, negative = inhibition, usual class: inhibitors;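 further: potency means the concentration at half of the fitted maximal effect; plate controls were bound peptide for no effect and peptide without receptor for full effect; nearly all actives have a fitted effect of over 50% in size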
Target sequence (P10828 whole entry, looked up): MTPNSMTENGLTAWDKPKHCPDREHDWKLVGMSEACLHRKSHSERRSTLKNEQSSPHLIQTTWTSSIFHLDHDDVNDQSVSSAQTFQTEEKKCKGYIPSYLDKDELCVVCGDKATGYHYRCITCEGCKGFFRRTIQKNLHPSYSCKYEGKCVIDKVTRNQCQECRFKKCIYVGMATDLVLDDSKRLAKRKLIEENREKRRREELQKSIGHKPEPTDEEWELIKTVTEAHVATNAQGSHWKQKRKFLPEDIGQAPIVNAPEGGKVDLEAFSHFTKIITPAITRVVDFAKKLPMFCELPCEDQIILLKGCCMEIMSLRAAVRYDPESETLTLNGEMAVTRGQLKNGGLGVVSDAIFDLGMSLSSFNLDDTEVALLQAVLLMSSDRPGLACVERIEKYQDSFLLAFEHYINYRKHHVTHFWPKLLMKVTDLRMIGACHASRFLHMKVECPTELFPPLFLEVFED
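Binding of a 20-amino-acid Texas Red SRC2 peptide (20 nM) to TRb ligand-binding domain (0.6 uM) with agonist T3 at 1 uM was followed by fluorescence polarization after a 5 hr room-temperature incubation.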
The depositor's hits bear a star; ? = inconclusive; · = not tested or not shown; & = joins results of further samples; [ ] = dose if it differs, or a comment. Unless noted, the call rests on the fitted dose curve; in most records, active means well fitted curve in the direction sought with a large enough effect; inconclusive means small, poorly fitted or top-dose-only effect, or another doubt; inactive means no such curve, though single readings can be large; an effect the other way counts as inactive or inconclusive. Only part of the results is shown; rates above refer to the full screens.

Sample of the layout (two entries):
Every second line gives: NPSR antagonist | Tau fluor cs | GLA spleen mod | CBFb-RUNX1 inh | Epigenetic reg | TexasRed fluor | Tau FP inhib | TRb-SRC2 inh
S=c1[nH]ccn1-c1cccc(Cl)c1
    3% | 5% | -13% | -2% | -1.3% | 2%[53 µM] | -1% | 8%[53 µM]
CCOc1cc(C2c3c(oc4ccccc4c3=O)C(=O)N2Cc2ccc3c(c2)OCO3)ccc1O (stereo not given)
    · | 4% | · | · | 1.0% | ? | 1% | 3%

All compounds of this part, from the first entry:
Every second line gives: NPSR antagonist | Tau fluor cs | GLA spleen mod | CBFb-RUNX1 inh | Epigenetic reg | TexasRed fluor | Tau FP inhib | TRb-SRC2 inh
S=c1[nH]ccn1-c1cccc(Cl)c1
    3% | 5% | -13% | -2% | -1.3% | 2%[53 µM] | -1% | 8%[53 µM]
CCOc1cc(C2c3c(oc4ccccc4c3=O)C(=O)N2Cc2ccc3c(c2)OCO3)ccc1O (stereo not given)
    · | 4% | · | · | 1.0% | ? | 1% | 3%
CCOC(=O)C(C)n1cnc2c1c(=O)[nH]c(=O)n2C (stereo not given)
    13%[46.1 µM] | 3% | 0% | 7% | 0.1% | -1% | 3% | 2%
Cc1ccc(OC(=O)COc2ccccc2)c(-n2nc3ccccc3n2)c1
    -13%[46.1 µM] | -19% | 10% | ? | -4.6% | 0% | 3% | -8%
CCOC(=O)CNC(=O)CN1C(=O)CCS(=O)(=O)c2ccccc21
    7%[46.1 µM] | -1% | -4% | -6% | -1.1% | -3% | -4% | 3%
Cc1ccc(C(=O)N/C(=C\c2cccs2)C(=O)NCCc2c[nH]c3ccccc23)cc1
    -22%[46.1 µM] | ? | -3% | -17% | 1.1% | 1% | -8% | 7%
COc1ccccc1NC(=O)N1c2ccccc2Sc2ccccc21
    · | ? | · | · | 1.4% | -2% | -11% | 9%
Cc1ccc(NS(=O)(=O)c2ccc(C(=O)N3CCN(c4ncccn4)CC3)cc2)cc1
    -6% | -21% | 0% | 8% | 8.0% | -2% | 3% | -14%
CCOc1ccc2c(c1)c(=O)c(C(=O)c1ccc(CC)cc1)cn2CC(=O)Nc1ccc2c(c1)OCCO2
    · | -11% | · | · | 4.5% | -1% | -13% | 6%
O=C(O)C1CC1C(=O)N1CCN(c2ccc(Cl)c(Cl)c2)CC1 (stereo not given)
    -6%[46.1 µM] | -3% | 6% | -1% | -6.2% | 3% | -1% | -21%
CCOc1ccc(NC(=S)N(CCc2c(C)[nH]c3ccc(C)cc23)Cc2ccco2)cc1
    -27% | ? | 7% | 2%[2.36 µM] | -5.6% | -1% | 0% | 3%
O=C1NC2(CCCCC2)N=C1c1ccc(Br)cc1
    -11%[46.1 µM] | -8% | -1% | -3% | 1.0% | -3% | 0% | -1%
Cn1cccc1/C=C1\SC(=S)N(NC(=O)c2ccccc2Cl)C1=O
    -5% | -26% | -9% | -3% | -3.0% | -1% | 5% | 3%
CCOC(=O)CC(=O)CSc1nc2nc(C)cc(C)n2n1
    3%[46.1 µM] | 0% | 11% | -13% | 0.0% | 0% | 14% | -17%
O=C(CCc1ccccc1)NNC(=O)Cc1ccc(Cl)cc1
    9% | -3% | -2% | 2% | 2.5% | -4% | -1% | -2%
COC(=O)c1sc(-c2cccs2)cc1N
    -12% | ? | -7% | 2% | -1.2% | -2% | ? | -6%
Nc1ccc(-n2nc(C(F)(F)F)cc2C(F)(F)F)cc1
    -14% | -8% | -4% | 12% | 2.1% | -3% | -7% | 4%
COCC(=O)NNC(=O)Cc1ccc(Cl)cc1
    -16% | 4% | 4% | 5% | 0.0% | -2% | -1% | -5%
CCN1CCN(CCNC(=O)Nc2ccc([N+](=O)[O-])cc2)CC1
    3% | -15% | -13% | -3% | -7.9% | -3% | -3% | 0%
CC(C)CC[n+]1ccn(C2=C([O-])c3ccccc3C(=O)/C2=N\S(=O)(=O)c2ccccc2)c1
    14%[46.1 µM] | -29% | 4% | -6% | -4.0% | 0% | -5% | -14%
COc1ccc(-n2cc(CNCc3cnc4ccccn34)c(-c3cccc(F)c3)n2)cc1
    ? | -15% | -2% | -9% | -1.2% | 3% | 1% | 0%
CCc1nnc(SCC(=O)Nc2ccc3c(c2)OCO3)o1
    -2%[46.1 µM] | -6% | 11% | 1% | -1.0% | -5% | -12% | 1%
N#CC1=C(N)C(C#N)(C#N)C2(CCC3(CC2)OCCO3)C2CC3(CC=C12)OCCO3 (stereo not given)
    -19%[46.1 µM] | -4% | -6% | 8% | 0.0% | 2% | -3% | -1%
CC(C)NC(=O)c1cnc(Sc2ncc(C(F)(F)F)cc2Cl)n1C
    -8%[46.1 µM] | -6% | 4% | -1% | 0.9% | 2% | -5% | -14%
CCc1ccc(/C=C/C(=O)c2ccc(N3CCOCC3)cc2)cc1
    3% | -18% | 9% | 8% | 0.0% | -6% | -2% | -21%
Cc1ccc(NC(=O)c2sc(-n3nc(C)c(CCC(C)C)c3C)nc2C)cc1C
    · | -22% | · | · | 1.1% | 7% | 4% | -3%
Cc1ccc(C(=O)/C=C/c2ccccc2[N+](=O)[O-])cc1
    -28% | -21% | -2% | -2% | -0.7%[10.1 µM] | -3% | 14% | -4%
COc1ccc(C(=O)NNC(=O)CN2CCC(n3nnc4cc(C(F)(F)F)ccc43)CC2)cc1
    ? | 3% | 0% | 9% | 0.0% | -1% | 0% | 7%
CCn1c(SCc2ccccc2)nnc1C1CCCCC1
    4%[46.1 µM] | -8% | -1% | -4% | -0.9% | 2% | 0% | 9%
COC(Cn1c(-c2cccc(S(=O)(=O)N(C)C)c2)n[nH]c1=S)OC
    -10% | 6% | -3% | 10% | 1.3% | -4% | -4% | -7%
O=C1/C(=C/c2ccccc2)Nc2ccccc21
    -13%[46.1 µM] | -27% | 1% | 11% | 9.3% | -10% | 9% | -3%
Cc1cccc2cc(/C=N/NC(=O)[C@H]3C[C@@H]3c3ccccc3)c(Cl)nc12
    14% | -22% | -8% | 15% | 0.0% | -4% | -10% | -5%
COc1ccccc1CNC(=O)N[C@@H](Cc1ccccc1)C(=O)O
    -9%[46.1 µM] | 2% | 6% | 5% | -3.4% | 0% | 11% | -1%
C/C(=N\NC(=O)c1cccc(F)c1)c1ccc(Br)s1
    -5%[46.1 µM] | -2% | 0% | 0% | 0.0% | 0% | 1% | 6%
Cc1cccc(NCCC#N)c1
    25% | 10% | -2% | 12% | 1.5% | -2% | 5% | -2%
CCOC(=O)c1c(C)n(-c2ccccc2)c2ccc(OC(=O)c3ccc(OCC)c(OCC)c3)cc12
    · | -12% | · | · | 0.0% | 5% | -15% | -10%
COc1cc(OC)c2ccc(=O)oc2c1C(CCN1CCCC(C)C1)c1ccc(N(C)C)cc1 (stereo not given)
    11% | -19% | -2%&0% | ? | 0.0% | 0%&-6% | 3% | 1%&-1%
CCOc1ccccc1N1CC(c2nc3ccccc3n2CCCOc2ccccc2)CC1=O (stereo not given)
    · | 1% | · | · | -2.2% | -3% | 4% | -9%
CCOC(=O)c1c(C)nc(C)c2c(=O)oc3ccccc3c12
    -20% | -17% | 2% | 23% | 0.0% | -3% | 4% | 3%
Cc1cccc(N2CCN(c3nc4ccc(C(=O)c5ccccc5)cc4n4cnnc34)CC2C)c1 (stereo not given)
    · | ? | · | · | 10.0% | -1% | -3% | -2%
Cc1nn(C(=O)c2ccco2)c(C)c1Sc1ccc(Br)cc1
    -28%[46.1 µM] | -14% | -7% | 3% | -0.3% | 1% | -9% | -16%
COc1cc(/C=C(\NC(=O)c2ccccc2)C(=O)N2CC3CC(C2)c2cccc(=O)n2C3)cc(OC)c1OC (stereo not given)
    -6% | 0% | 5% | 7% | 0.1% | -2% | 1% | -3%
O=C(Cn1nc(C(=O)O)c2ccccc2c1=O)NCc1ccco1
    12% | 12% | 1% | 5% | -0.1% | 1% | 1% | -1%
CCN(CC)S(=O)(=O)c1ccc(C)c(N=C=S)c1
    -17% | -3% | -2% | 14% | -3.5% | 0% | -4% | 10%
c1ccc2c(c1)OCCOCCOCCOCCO2
    · | · | 13% | 1% | · | 1% | · | -1%
COC(=O)CC1C(=O)NCCN1C(=O)Nc1cccc(Cl)c1 (stereo not given)
    15% | 4% | -4% | 10% | 0.0% | -2% | 1% | 12%
O=C(c1noc2c1CCCC2)N1CCN(c2ccccc2)CC1
    -5%[46.1 µM] | -3% | 0% | 1% | 0.0% | 1% | 10% | -9%
COc1ccccc1NCC(=O)N/N=C/C=C/c1ccccc1
    -18% | ? | 3% | 0% | -1.0% | -2% | 4% | -4%
COc1cccc(C(=O)NNC(=O)c2ccccc2Br)c1
    -3%[46.1 µM] | 4% | 10% | 3% | -2.1% | 3% | 6% | 2%
Cc1ccc(S(=O)(=O)N2CCN(C(=O)CCC(=O)NCCc3ccc(S(N)(=O)=O)cc3)CC2)c(C)c1
    10% | 12% | 1% | -2% | -1.5% | -1% | 3% | -1%
O=C(C1CCC(CNS(=O)(=O)c2cccs2)CC1)N1CCCCC1 (stereo not given)
    3%[46.1 µM] | -4% | -1% | 4% | 1.5% | 0% | -2% | -4%
COc1ccc(-n2cc(C(=O)NC(C)c3ccccc3)c3ccccc3c2=O)cc1 (stereo not given)
    · | -7% | · | · | 2.2% | 8% | 13% | 3%
COc1ccccc1N1CCN(S(=O)(=O)c2ccc3c(c2)CCCN3C(C)=O)CC1
    · | -11% | · | · | 0.8% | 0% | -12% | 1%
O=C(Nc1cccc([N+](=O)[O-])c1)c1ccc2c(c1)OCO2
    -4% | -15% | 0% | -2% | -0.9% | -3% | -1% | 0%
CCNS(=O)(=O)c1ccc2nc(NC(=O)c3cccnc3)sc2c1
    -16%[46.1 µM] | -7% | 2% | -5% | 0.8% | -7% | 0% | 5%
CCOc1ccc2nc(NCCCNC(=O)c3cc(OC)c(OC)c(OC)c3)c(C#N)cc2c1
    -2% | -28% | 7% | 23% | 5.3% | -3% | 5% | -4%
Cc1cccc(NC(=O)CC2NC3CCCCC3NC2=O)c1 (stereo not given)
    -12%[46.1 µM] | -7% | 3% | 18% | -7.3% | -3% | 1% | -3%
